NSD2 HMT inh: NSD2 histone methyltransferase inhibitors, primary screen, biochemical, AlphaScreen, single concentration, set 2; NSD2 peptide methylation, 120 min; inhibition, % at 12.5 µM; 310,000 compounds, 0.54% hits; Histone-lysine N-methyltransferase NSD2 (Homo sapiens), O96028; in the data active = inhibition above about 50%
CAL PDZ FP-1: CAL PDZ peptide-binding inhibitors, primary screen, biochemical, fluorescence polarization, Cer-tagged CAL PDZ, HTS. AID 504414, 2011. inhibition, % at 20 µM. purified CAL PDZ, TMR-peptide fluorescence polarization, 1 h. 330,000 compounds, 0.02% hits. Golgi-associated PDZ and coiled-coil motif-containing protein (Homo sapiens), Q9HD26;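 active = highest replicate inhibition of at least 40%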;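 note: plate controls were DMSO neutral control wells for no effect and unlabeled competitor peptide control wells for full effect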
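Read-out basis: mP drop reported as inhibition | Assay system: Tagged CAL PDZ protein CerCALP, purified | Benchmarks: Unlabelled peptide for full inhibition, DMSO wells as neutral | Schedule: 1 h incubation at room temperature before polarization reading | Buffer or medium: Sodium phosphate/NaCl buffer pH 7.4 with TCEP, IgG, Thesit | Doses: Single point, 20 µM | Measured by: Fluorescence polarization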
CAL PDZ FP-2: untagged CAL PDZ binding inhibitors, primary screen, biochemical, fluorescence polarization, HTS; 300,000 compounds, 0.92% hits; purified CAL PDZ, TMR-peptide fluorescence polarization, 1 h; Golgi-associated PDZ and coiled-coil motif-containing protein (Homo sapiens), Q9HD26; AID 602252, 2012; inhibition, % at 24.9 µM;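 active = mean inhibition of at least 30% with at least half of replicates also reaching 30%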;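 note: 0% = DMSO neutral control and 100% = excess unlabeled competitor peptide PRC23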
Arr AP2 block: inhibitors of beta-arrestin/AP2 binding, primary screen, biochemical, GPCR trafficking, flow cytometry. inhibition, % at 10 µM. beta-arrestin 1 C-terminal peptide binding to AP2 beta2-adaptin appendage (human). 340,000 compounds, 0.31% hits. FITC-arrestin peptide / GST-AP2 beads; AP2 beta2 appendage carries R879A mutation;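 active = inhibition above a set limit, near 3 SD of compounds lacking own fluorescence, cut at about 54% in these data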;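 note: plate controls were DMSO wells for no effect and 5 µM unlabelled arrestin peptide for full effect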
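Test system: GST-tagged AP2 beta2-adaptin appendage (R879A) on 4 µm glutathione beads; also added: fluorescein-tagged arrestin peptide at 50 nM final; timing: 12 min plus 1 h, RT; signal: flow cytometry, FL1 (488/535 nm); read-out: percent drop in bead-associated FITC signal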
LANA DNA inh: inhibitors of KSHV C-LANA binding to DNA, primary screen, biochemical, fluorescence polarization, FAM-LBS DNA, MBP-C-LANA, single point | Kaposi's sarcoma herpesvirus LANA C-terminal domain (residues 932-1162) DNA binding | inhibition, % at 9 µM | 340,000 compounds, 0.078% hits | AID 504423, 2011;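 active = highest replicate inhibition at or above 60% at 9 µM, even if other replicates fall short; inactive = all replicates below 60% inhibition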;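 note: 0% = neutral control wells and 100% = 4 µM acridine orange control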
Pemphigus Ab inh: inhibitors of pemphigus antibody binding to DSG3, primary screen, biochemical, bead-based, flow cytometry, scFv-GFP | 310,000 compounds, 0.48% hits | binding (percent of control), % at 10 µM | DSG3-coupled beads, scFv-anti-DSG3-GFP binding; stronger effect = lower value | Desmoglein-3 (Homo sapiens), P32926;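 active = binding more than 3 SD below its plate's average and above zero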; note: some compounds called inactive have numbers as strong as hits
Target sequence (P32926 whole entry, looked up): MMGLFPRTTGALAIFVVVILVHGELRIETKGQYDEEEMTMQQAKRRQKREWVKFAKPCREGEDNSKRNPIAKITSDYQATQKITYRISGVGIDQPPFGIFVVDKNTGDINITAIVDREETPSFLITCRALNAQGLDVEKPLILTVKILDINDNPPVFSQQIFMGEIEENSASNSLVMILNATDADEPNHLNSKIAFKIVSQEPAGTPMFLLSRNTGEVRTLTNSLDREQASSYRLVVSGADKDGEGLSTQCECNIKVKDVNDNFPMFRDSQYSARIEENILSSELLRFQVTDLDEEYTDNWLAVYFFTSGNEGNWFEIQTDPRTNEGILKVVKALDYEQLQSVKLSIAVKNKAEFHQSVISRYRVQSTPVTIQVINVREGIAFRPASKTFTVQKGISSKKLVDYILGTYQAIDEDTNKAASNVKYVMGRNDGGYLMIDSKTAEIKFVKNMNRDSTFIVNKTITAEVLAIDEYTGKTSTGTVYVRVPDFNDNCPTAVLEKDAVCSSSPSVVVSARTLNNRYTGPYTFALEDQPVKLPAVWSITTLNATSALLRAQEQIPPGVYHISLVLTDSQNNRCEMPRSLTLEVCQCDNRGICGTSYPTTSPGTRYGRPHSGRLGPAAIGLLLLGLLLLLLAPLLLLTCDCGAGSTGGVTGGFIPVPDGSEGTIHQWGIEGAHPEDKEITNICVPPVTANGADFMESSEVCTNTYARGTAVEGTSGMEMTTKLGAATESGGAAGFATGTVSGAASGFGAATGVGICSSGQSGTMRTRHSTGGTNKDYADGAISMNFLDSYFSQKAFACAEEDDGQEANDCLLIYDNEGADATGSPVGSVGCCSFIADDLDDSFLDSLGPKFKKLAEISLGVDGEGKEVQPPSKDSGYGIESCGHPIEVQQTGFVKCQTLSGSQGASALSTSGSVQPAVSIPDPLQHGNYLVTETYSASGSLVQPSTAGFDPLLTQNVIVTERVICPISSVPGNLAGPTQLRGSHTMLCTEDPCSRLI
Keap1-Nrf2 PPI: Keap1-Nrf2 protein-protein interaction inhibitors, primary screen, biochemical, fluorescence polarization, single point; Kelch-like ECH-associated protein 1 (Homo sapiens), Q14145; Keap1 Kelch-Nrf2 peptide fluorescence polarization, 1536-well; inhibition, % at 9.4 µM; 340,000 compounds, 0.15% hits; AID 504523, 2011; in the data active = inhibition above about 12%;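 note: human Keap1 Kelch domain with fluorescein labeled Nrf2 9mer peptide probe; 0% = neutral control wells and 100% = peptide positive control; higher means more block of Keap1 binding to Nrf2 peptide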
V-ATPase pHluor: regulators of yeast V-ATPase proton pumping, primary screen, pHLuorin cytosolic pH fluorescence. S. cerevisiae. response, % at 10 µM. 350,000 compounds, 0.37% hits. AID 504577, 2011; in the data active = response mostly above about 7.3%, no sharp cut-off; inactive = mostly below about 5.4%; note: actives read high; inactives centre near 0; some compounds called inactive have numbers as strong as hits
DAGLB inh: DAGLB lipase inhibitors, primary screen, biochemical, fluorescence, HTS; inhibition, % at 5.17 µM; 340,000 compounds, 0.059% hits; Diacylglycerol lipase-beta (Homo sapiens), Q8NCG7; HEK293T DAGLB membrane lysate, EnzChek fluorogenic substrate; AID 504411, 2011; in the data active = inhibition above about 34%;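 note: 0% = enzyme with vehicle and 100% = wells lacking enzyme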
Cardiac RTF inh: cardiac RTF calcium sensitivity inhibitors, primary screen, biochemical, IANBD-TnC fluorescence, EC70 calcium; Troponin I, cardiac muscle (Homo sapiens) + Troponin T, cardiac muscle (Homo sapiens) + …; IANBD-labeled cardiac RTF, Ca2+ fluorescence; inhibition, % at 7.15 µM; 340,000 compounds, 0.12% hits;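 active = inhibition above the mean inhibition of all tested compounds plus 3 SD, cut at about 17% in these data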;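 note: assay run at fixed EC70 calcium of 1.6 mM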
* marks the source's active call; other numbers are inactive results; x = no result given.

#1 CC(=O)Oc1ccc(/C=C2\N=C(C3CCCCC3)OC2=O)cc1
#2 Cc1cc(C(=O)N/N=C/c2cc(Cl)cc([N+](=O)[O-])c2O)c2ccccc2n1
#3 Cc1ccc(S(=O)(=O)N2CCCC2C(=O)NCc2ccccc2F)cc1 (stereo not given)
#4 COc1ccc(OCc2nnc(SCC(=O)N3CCOCC3)o2)cc1
#5 C[C@@H]1CC[C@@]2(O[C@H](CCO)C[C@@H](O)[C@@H]2O)O1
#6 CCOC(=O)C1CCN(C(=O)c2ccc3c(=O)n4nc(Nc5ccccc5OC)sc4nc3c2)CC1
#7 FC(F)(F)c1cc(-c2ccccn2)nc2cc(-c3ccccc3)nn12
#8 CCc1ccc(N2CC(C(=O)N3CCN(S(=O)(=O)c4cccc(F)c4)CC3)CC2=O)cc1 (stereo not given)
#9 Cc1cc2c(c(Sc3ccccc3)n1)C(=O)OC2
#10 CC(C)CC(=O)Nc1ccc(Cc2ccncc2)cc1

assay / entry	1	2	3	4	5	6	7	8	9	10
NSD2 HMT inh	3	8	-2	x	x	-3	-4	0	-3	-2
CAL PDZ FP-1	-0.2	-1.0	-0.7	-1.8	-0.6	x	-0.2	x	-0.1	-1.0
CAL PDZ FP-2	-3	0	-1	-1	-2	x	x	x	-3	-2
Arr AP2 block	0	9	10	8	-4	x	-16	x	-3	2
LANA DNA inh	-2.1	2.9	0.7	-1.4	2.7	x	1.1	x	-0.1	0.8
Pemphigus Ab inh	107	97	112	94	108	102	107	96	87	113
Keap1-Nrf2 PPI	-3	-7	4	2	-1	x	3	x	2	-4
V-ATPase pHluor	3	-2	-1	-1	-2	-1	1	0	-6	3
DAGLB inh	-2	16	0	0	-2	0	-1	-3	-2	1
Cardiac RTF inh	-25	14	-5	-10	1	x	-1	x	0	-5

Six of the entries above in order of their number in V-ATPase pHluor, descending.
#10 CC(C)CC(=O)Nc1ccc(Cc2ccncc2)cc1
#7 FC(F)(F)c1cc(-c2ccccn2)nc2cc(-c3ccccc3)nn12
#8 CCc1ccc(N2CC(C(=O)N3CCN(S(=O)(=O)c4cccc(F)c4)CC3)CC2=O)cc1 (stereo not given)
#6 CCOC(=O)C1CCN(C(=O)c2ccc3c(=O)n4nc(Nc5ccccc5OC)sc4nc3c2)CC1
#2 Cc1cc(C(=O)N/N=C/c2cc(Cl)cc([N+](=O)[O-])c2O)c2ccccc2n1
#9 Cc1cc2c(c(Sc3ccccc3)n1)C(=O)OC2

assay / entry	10	7	8	6	2	9
NSD2 HMT inh	-2	-4	0	-3	8	-3
CAL PDZ FP-1	-1.0	-0.2	x	x	-1.0	-0.1
CAL PDZ FP-2	-2	x	x	x	0	-3
Arr AP2 block	2	-16	x	x	9	-3
LANA DNA inh	0.8	1.1	x	x	2.9	-0.1
Pemphigus Ab inh	113	107	96	102	97	87
Keap1-Nrf2 PPI	-4	3	x	x	-7	2
V-ATPase pHluor	3	1	0	-1	-2	-6
DAGLB inh	1	-1	-3	0	16	-2
Cardiac RTF inh	-5	-1	x	x	14	0

(more compounds)
#11 Cn1c(=O)c(C(=O)CSc2ccccc2)c(N)n(Cc2ccccc2)c1=O
#12 Cc1cccc(N2CCN(c3ccc4cc(S(=O)(=O)N5CCCCC5)ccc4n3)CC2C)c1 (stereo not given)
#13 Cc1c(NC(=O)CSc2nc3ccccc3[nH]2)c(=O)n(-c2ccccc2)n1C
#14 CCOC(=O)Cn1c(=O)c2c(nc3n2CCN3Cc2ccccc2)n(C)c1=O
#15 O=S(=O)(Nc1cccc(F)c1)c1ccc(S(=O)(=O)N2CCOCC2)cc1
#16 CCOc1nc(Nc2ccc(F)cc2)nc(N2CCN(c3ccc(OC)cc3)CC2)n1
#17 O=C1C(Cc2ccccc2)NC(=S)N1c1ccccc1 (stereo not given)
#18 CCCCc1c(C)nc(N2CCCC2)[nH]c1=O
#19 C[C@H]1CN([C@@H](C)CO)C(=O)Cc2cc(NC(=O)C3CC3)ccc2O[C@H]1CN(C)Cc1ccc(C(=O)O)cc1
#20 CCOC(=O)Nc1nc2ccccc2s1

assay / entry	11	12	13	14	15	16	17	18	19	20
NSD2 HMT inh	-1	0	-3	2	24	10	12	-7	x	-5
CAL PDZ FP-1	0.3	-0.6	-1.3	-0.4	x	-0.4	-0.3	-2.2	-0.1	-0.7
CAL PDZ FP-2	4	3	x	-4	x	x	x	-2	8	-1
Arr AP2 block	-12	1	-2	-5	x	28	8	-9	-15	4
LANA DNA inh	1.4	0.0	-0.3	1.2	x	-1.5	1.0	-0.3	1.5	0.1
Pemphigus Ab inh	102	79	96	109	106	101	102	x	98	97
Keap1-Nrf2 PPI	-8	-5	-2	-2	x	0	1	-3	-5	-3
V-ATPase pHluor	1	-1	6	0	1	1	3	-3	0	-1
DAGLB inh	-3	-1	-2	-1	-2	2	4	-4	3	-6
Cardiac RTF inh	-7	-9	-5	-3	x	2	-8	-2	-4	3

#21 Cn1c(N)c(C(=O)COC(=O)CSc2ccccc2)c(=O)n(C)c1=O
#22 COc1ccc([N+](=O)[O-])cc1N(CC(=O)NC1CCCC1)S(C)(=O)=O
#23 O=C(Nc1ccc(Cl)c(S(=O)(=O)N2CCOCC2)c1)c1ccccn1
#24 C=CCN(c1cccc(C(F)(F)F)c1)S(=O)(=O)c1cccc(C(=O)OCC(=O)NC)c1
#25 O=C(N[C@H]1CCC(=O)N(CCSc2ccc(Br)cc2)CC1)OCc1ccccc1
#26 COc1ccc(NC(=O)c2ccco2)cc1NC(=O)c1cccnc1
#27 Cn1c(=O)n(C)c2cc(NC(=O)c3cc4ccccc4o3)ccc21
#28 O=C(COc1ccccc1)N[C@@H]1c2ccccc2CC[C@@H]1O
#29 O=C(O)CSCC(=O)Nc1ccccc1SCCS(=O)(=O)c1ccc(Cl)cc1
#30 CC(/C=C/c1ccco1)=N\NC(=O)CNc1cccc(C)c1

assay / entry	21	22	23	24	25	26	27	28	29	30
NSD2 HMT inh	-1	-1	-1	-2	x	x	x	x	-1	-1
CAL PDZ FP-1	-0.9	x	-1.8	-1.2	-0.3	-1.6	-1.9	0.5	0.4	-0.4
CAL PDZ FP-2	-2	-4	x	-2	-4	x	-4	2	-16	-1
Arr AP2 block	12	-23	12	-1	1	4	-8	-12	6	39
LANA DNA inh	2.0	-0.9	0.6	0.4	-1.0	-1.2	-0.4	6.8	-2.4	0.3
Pemphigus Ab inh	99	98	111	93	99	101	102	104	178	98
Keap1-Nrf2 PPI	0	-4	-6	-4	3	0	2	-4	4	2
V-ATPase pHluor	-1	0	-4	1	-4	-7	0	-2	0	4
DAGLB inh	-4	2	-3	0	-7	-1	4	0	1	0
Cardiac RTF inh	1	2	-4	-12	-7	-8	5	4	-9	-3

#31 CCCCN1C(=N)N([C@@H](CCC)CN2CCC[C@H]2CN2C(N)=NC[C@@H]2Cc2ccccc2)C[C@H]1Cc1ccccc1
#32 O=C(CCS(=O)(=O)c1cccc2nsnc12)NC1CCCCC1
#33 CCc1nnc(NC(=O)CSc2nnc(Cc3ccccc3)o2)s1
#34 COc1cccc(N(C(=O)c2sc(C)nc2C)C(C(=O)NCC2CCCO2)c2ccccc2)c1 (stereo not given)
#35 COc1cc2[nH]c(=S)nc(NCc3cccnc3)c2cc1OC
#36 COc1ccc(C(=O)CSc2nnc(CCc3ccccc3)n2-c2ccccc2)cc1
#37 CCOc1ccccc1OCCCC(=O)N(C)CC(=O)Nc1cc(C)ccc1C
#38 Fc1ccc(-c2cn3cc(C(F)(F)F)cc(Cl)c3n2)cc1
#39 CCN(CC(=O)Nc1ccccc1OC)C(=O)CSCc1c(C)noc1C
#40 Cc1ccc(-c2csc(NC3OC(=O)c4ccccc43)n2)cc1 (stereo not given)

assay / entry	31	32	33	34	35	36	37	38	39	40
NSD2 HMT inh	x	1	-4	-1	1	4	-2	0	-1	-2
CAL PDZ FP-1	-1.5	-4.4	-2.8	-1.8	-2.9	-3.9	-5.9	-1.9	-1.8	-2.2
CAL PDZ FP-2	0	-1	-1	-3	-7	-2	x	0	2	1
Arr AP2 block	-7	-3	3	0	-2	-2	-7	33	10	0
LANA DNA inh	1.6	-0.4	-0.4	0.5	-2.3	-0.5	-0.3	6.4	0.1	1.3
Pemphigus Ab inh	104	101	107	97	101	99	108	93	x	97
Keap1-Nrf2 PPI	-9	-3	0	0	-5	-5	-6	1	-1	7
V-ATPase pHluor	0	2	-2	-2	0	18	3	0	0	-2
DAGLB inh	7	2	-2	0	-3	-1	2	-7	0	1
Cardiac RTF inh	8	-10	-9	-1	-1	-5	-5	-2	2	-15

Assay outcomes deposited in PubChem BioAssay by several laboratories.

A portion of the library; the hit share may differ from the screen's.
